High-throughput results deposited in PubChem BioAssay by several laboratories.
TcdB inh = inhibitors of Clostridioides difficile toxin B glycohydrolase | P18177 | TcdB glycohydrolase enzymatic assay, plate reader | inhibition, % at 9.99 µM | 0.24% of 350,000 active | AID 652162; in the data active = inhibition above about 10%
GDH-TPI inh = counter-screen for M. tuberculosis FBA inhibitors: GDH-TPI coupled enzymes; GDH-TPI coupled enzyme counterscreen, NADH absorbance; inhibition, % at 4.8 µM; 1.2% of 360,000 active; AID 588335; in the data active = inhibition above about 30%;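 note: 0% = DMSO wells and 100% = wells lacking the enzyme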
UGM FP inh = blocks M. tuberculosis UGM enzyme; 0.06% of 320,000 active; inhibition, % at 10 µM; P9WIQ1; purified UGM, fluorescence polarization probe displacement; in the data active = inhibition above about 10%, passing the limit was not always enough
Target sequence (P9WIQ1 whole entry, looked up): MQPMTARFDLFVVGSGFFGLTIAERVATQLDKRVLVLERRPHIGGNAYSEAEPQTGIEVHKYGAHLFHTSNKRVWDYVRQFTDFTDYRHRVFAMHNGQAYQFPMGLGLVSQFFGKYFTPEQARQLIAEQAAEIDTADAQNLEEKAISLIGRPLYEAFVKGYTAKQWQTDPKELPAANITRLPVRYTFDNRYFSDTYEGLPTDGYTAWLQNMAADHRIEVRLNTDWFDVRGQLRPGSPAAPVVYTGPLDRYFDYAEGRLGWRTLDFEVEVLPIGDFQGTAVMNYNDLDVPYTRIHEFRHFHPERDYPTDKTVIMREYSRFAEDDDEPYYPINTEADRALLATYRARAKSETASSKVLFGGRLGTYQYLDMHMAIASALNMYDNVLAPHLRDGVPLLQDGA
FadD28 FP inh = inhibitors of Mycobacterium tuberculosis FadD28 bisubstrate binding | FadD28 bisubstrate probe binding, fluorescence polarization | inhibition, % at 12.5 µM | 0.22% of 360,000 active; in the data active = inhibition above about 8.5%, passing the limit was not always enough
BioA inh = BioA (M. tuberculosis) enzyme inhibition; inhibition, % at 9.99 µM; purified M. tuberculosis BioA enzyme, plate reader; 0.096% of 360,000 active; in the data active = inhibition above about 40%
Mtb FBA inh = Mtb fructose-bisphosphate aldolase inhibition. P9WQA3. purified M. tuberculosis FBA, fluorescence read-out. inhibition, % at 1 µM. 2.3% of 360,000 active; in the data active = inhibition above about 27%;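 note: 0% = vehicle and 100% = reference inhibitor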
Target sequence (P9WQA3 whole entry, looked up): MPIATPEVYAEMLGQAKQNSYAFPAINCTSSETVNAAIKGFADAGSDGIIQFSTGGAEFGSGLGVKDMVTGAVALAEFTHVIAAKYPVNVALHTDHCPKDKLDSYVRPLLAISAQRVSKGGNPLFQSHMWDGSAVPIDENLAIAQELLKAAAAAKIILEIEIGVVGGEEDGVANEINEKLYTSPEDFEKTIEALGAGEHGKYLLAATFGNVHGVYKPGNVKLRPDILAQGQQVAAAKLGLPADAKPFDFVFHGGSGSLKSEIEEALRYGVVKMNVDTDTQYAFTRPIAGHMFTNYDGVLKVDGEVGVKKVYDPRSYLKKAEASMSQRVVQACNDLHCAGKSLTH
PfHsp40 rescue = restores yeast growth despite PfHsp40 toxicity; AID 504582; S. cerevisiae expressing PfHsp40, growth rescue, ATP luminescence; 0.68% of 340,000 active; growth rescue, % at 12.5 µM; in the data active = growth rescue above about 28%, passing the limit was not always enough;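 note: yeast W303a lacking pdr1 and pdr3 grown in galactose medium; growth measured after three days at 30 °C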
Y pestis TopoI = blocks Yersinia pestis topoisomerase I activity | Y. pestis Topo-I cleavage product accumulation, plate reader | activity, % at 10 µM | 0.064% of 360,000 active | AID 504884; in the data active = activity above about 50%, passing the limit was not always enough; note: inactives centre near 2
BH1578 lux ind = induces V. cholerae light production without autoinducers | V. cholerae BH1578 lux reporter, luminescence, 6 h | activation, % at 18.7 µM | 0.16% of 350,000 active; in the data active = activation mostly above about 9.7%, no sharp cut-off; note: not every result past the cut was called active; inactives centre near 0; reference of the scale not given here
The depositor's hits bear a star; i = inactive; nt = no result given.

SMILES | TcdB inh | GDH-TPI inh | UGM FP inh | FadD28 FP inh | BioA inh | Mtb FBA inh | PfHsp40 rescue | Y pestis TopoI | BH1578 lux ind
S=C1NCCOCCOCCOCCOCCNC(=S)N2CCOCCOCCN1CCOCC2 | -7.8 | -2 | -2.7 | -3.3 | -0.4 | -2 | -1.2 | -17 | -0.1
O=C1C=CC(=O)N1Cc1ccccn1 | 1.4 | 10 | nt | 1.4 | -1.5 | 5 | 1.6 | -5 | -5.9
COc1ccc(CC2(CO)CCN(Cc3nc(C(C)C)cs3)CC2)cc1 | -5.9 | 5 | -3.3 | -1.1 | -2.3 | 8 | 0.3 | 4 | 1.0
CCOC(=O)c1ccc2c(c1)nc(-c1ccc(F)cc1)c1nccn12 | 2.1 | 7 | 0.5 | -2.4 | -0.2 | 3 | 0.0 | -3 | i
Cc1ccc(S(=O)(=O)CCN2CCN(c3ccccc3)CC2)cc1 | 1.3 | 6 | -2.2 | nt | -2.5 | 2 | -0.7 | 8 | -0.2
Cn1c(CNC(=O)c2ccco2)nnc1SCC(=O)Nc1ccc(Br)cc1F | nt | -1 | nt | -1.8 | nt | 0 | -1.6 | -4 | -0.3
Fc1ccccc1NC(=S)NCc1ccccc1 | 1.2 | 10 | -2.2 | -0.3 | 0.4 | 7 | 1.0 | -3 | -0.2
CCC(=O)NC1OC(CO)C(O)C(O)C1O (stereo unspecified) | 0.1 | 3 | -3.8 | -2.6 | nt | 5 | -0.8 | 9 | -0.2
CCN(CC)CCn1c(=S)[nH]c2cc(Cl)ccc2c1=O | nt | 12 | 3.3 | -1.5 | 0.0 | 2 | -0.6 | 2 | -0.9
CC(=O)c1ccc(NC(=O)C2CCCN(S(=O)(=O)c3cccc4nonc34)C2)cc1 (stereo unspecified) | nt | -3 | 0.5 | -3.1 | -0.5 | -2 | 0.3 | 36 | -0.3
COc1ccc(C2(c3ccc(OC)cc3)NC(=O)N(CC(=O)NC3CCS(=O)(=O)C3)C2=O)cc1 (stereo unspecified) | -0.1 | 0 | 3.1 | -1.1 | -0.2 | -1 | -0.6 | -1 | i
CC(C)NC(=O)c1ccc2c(c1)N(CC(=O)N1CCOCC1)C(=O)C(C)(C)O2 | nt | 3 | 3.3 | -0.4 | 0.6 | 0 | -0.4 | 11 | 2.9
Cn1nc(C(=O)Nc2cccc(S(N)(=O)=O)c2)c2ccccc2c1=O | 1.2 | -10 | -0.6 | -3.0 | 0.3 | 3 | 0.7 | -2 | 0.4
O=C(O)CCCn1c(=O)c2cccn2c2ccc(F)cc21 | 0.2 | 11 | 0.6 | -0.4 | 0.8 | 7 | 1.5 | 3 | -10
CCCCn1c(N)nc2ccccc21 | nt | 1 | 0.8 | -2.0 | -0.4 | 0 | 1.2 | 0 | -10
CCCCOc1ccc(C(=O)NCC(=O)OCC(=O)N2CCN(S(=O)(=O)c3ccc(C)cc3C)CC2)cc1 | nt | 7 | -2.4 | -0.5 | nt | 5 | 0.4 | 18 | i
Oc1ccccc1-c1cc(C(F)(F)C(F)F)nc(-c2ccccc2)n1 | nt | 21 | -0.9 | 1.7 | 1.2 | 2 | -0.3 | 9 | -0.2
N/C(CN1CCCC1=O)=N\OC(=O)c1ccc(Cl)cc1 | nt | -4 | 0.3 | -4.9 | 1.2 | 1 | -0.5 | 3 | -0.5
Cn1c(SCc2nc(-c3ccc(Cl)cc3)no2)nnc1-c1ccccc1 | -0.8 | -9 | -11 | -2.5 | -1.2 | 1 | 0.7 | 36 | -0.2
NC(=O)N/N=C/c1ccc(-n2nncc2-c2ccc(Cl)cc2)cc1 | 1.3 | 2 | -2.3 | -0.8 | -19 | 1 | 0.0 | 1 | -0.2
O=C1CCCN1CCCNc1nc2c(S(=O)(=O)c3ccc(Br)cc3)nnn2c2ccccc12 | -1.1 | -3 | -1.9 | -0.9 | 0.9 | -3 | 1.0 | -6 | i
COc1ccccc1C(=O)N/N=C/C(C)=C/c1ccccc1 | 0.5 | 32* | 0.0 | -3.0 | 2.8 | -5 | 1.3 | 10 | -0.7
N#CNC(=Nc1ccc(F)cc1)SCc1ccccc1 | -0.1 | 7 | -1.5 | -2.2 | nt | 0 | -0.4 | 2 | -0.1
Cc1cc(NC(=O)CSc2nc(-c3ccccc3)cs2)no1 | nt | -8 | -0.3 | -4.9 | 3.3 | -2 | -1.1 | 12 | -3.0
CC(C)(O)C#Cc1ccc(CN2CCCC(CO)(Cc3cccc(Cl)c3)C2)cc1 (stereo unspecified) | -0.7 | 1 | -0.2 | -0.1 | nt | 4 | 0.6 | -1 | 2.5

Some of these compounds in order of length of the SMILES, descending:
SMILES | TcdB inh | GDH-TPI inh | UGM FP inh | FadD28 FP inh | BioA inh | Mtb FBA inh | PfHsp40 rescue | Y pestis TopoI | BH1578 lux ind
O=C1CCCN1CCCNc1nc2c(S(=O)(=O)c3ccc(Br)cc3)nnn2c2ccccc12 | -1.1 | -3 | -1.9 | -0.9 | 0.9 | -3 | 1.0 | -6 | i
CC(=O)c1ccc(NC(=O)C2CCCN(S(=O)(=O)c3cccc4nonc34)C2)cc1 (stereo unspecified) | nt | -3 | 0.5 | -3.1 | -0.5 | -2 | 0.3 | 36 | -0.3
Cn1nc(C(=O)Nc2cccc(S(N)(=O)=O)c2)c2ccccc2c1=O | 1.2 | -10 | -0.6 | -3.0 | 0.3 | 3 | 0.7 | -2 | 0.4
COc1ccc(CC2(CO)CCN(Cc3nc(C(C)C)cs3)CC2)cc1 | -5.9 | 5 | -3.3 | -1.1 | -2.3 | 8 | 0.3 | 4 | 1.0
CCC(=O)NC1OC(CO)C(O)C(O)C1O (stereo unspecified) | 0.1 | 3 | -3.8 | -2.6 | nt | 5 | -0.8 | 9 | -0.2

Going on with the list:
SMILES | TcdB inh | GDH-TPI inh | UGM FP inh | FadD28 FP inh | BioA inh | Mtb FBA inh | PfHsp40 rescue | Y pestis TopoI | BH1578 lux ind
CC(C(=O)Nc1ncccn1)(c1ccccc1)c1ccccc1 | -0.4 | 0 | -0.5 | -2.3 | nt | 3 | 0.4 | 8 | 1.0
C=CCN1C(=O)C2(C(C(=O)c3ccc(C)o3)=C(O)C(=O)N2CCCN2CCOCC2)c2ccccc21 (stereo unspecified) | nt | -1 | -0.3 | 0.9 | -2.2 | -1 | -0.1 | -4 | -0.3
CCCCc1nc(N)c(C#N)c(-c2ccco2)c1CCC | 0.1 | 22 | 1.5 | -2.3 | -2.5 | 12 | -1.5 | 3 | i
NC(=O)C1CCN(CC(=O)Nc2ccccc2C(=O)NC2CC2)CC1 | 0.2 | 6 | 0.8 | -0.2 | -0.1 | 1 | 0.3 | 7 | -0.2
CC1(C)O[C@@H]2[C@H](O1)[C@@H](CO)O[C@H]2n1cnc2c(=O)[nH]cnc21 | -9.7 | 1 | 0.2 | 2.1 | -4.1 | -1 | -0.8 | 0 | -0.7
CCCN1C(=O)COc2ccc(-c3n[nH]c(=O)c4ccccc34)cc21 | 1.7 | 1 | 2.3 | -2.3 | nt | 1 | 0.0 | -2 | -0.5
Cc1ccc2nc(-c3ccc(NC(=O)COC(=O)c4ccco4)cc3)sc2c1 | nt | 21 | 2.2 | -1.9 | nt | 10 | 0.4 | 15 | -0.4
O=C(CCNC(=O)c1ccc(Br)cc1)Nc1cccc(S(=O)(=O)N2CCCCC2)c1 | 1.7 | -3 | 2.6 | -0.4 | 0.6 | -2 | -0.3 | 26 | -3.7
CC(NC(=O)c1ccc(Br)cc1)C(=O)NC1=NCCS1 (stereo unspecified) | 1.4 | 8 | 1.0 | -0.4 | nt | -10 | 2.0 | -5 | -0.3
O=c1ccc(S(=O)(=O)N2CCC(Cc3ccccc3)CC2)c[nH]1 | nt | 3 | 1.4 | -0.9 | -0.9 | -4 | -2.1 | -8 | i
O=C(/C=C/c1ccc(S(=O)(=O)N2CCOCC2)cc1)NCc1ccc(Cl)cc1 | -0.8 | -2 | 0.5 | -3.3 | 1.7 | 6 | 0.1 | -1 | 3.1
CCOc1ccc(CN(C)c2ccc(S(=O)(=O)N3CCN(C)CC3)cc2[N+](=O)[O-])cc1OC | 3.6 | -1 | 0.1 | -4.5 | 1.0 | -1 | -1.4 | 28 | -2.8
C=CCn1c(/N=C/c2ccc(N(C)C)cc2)nc2ccccc21 | nt | 28 | 0.0 | 1.0 | -2.8 | -3 | 0.6 | 20 | -3.3
Nc1nonc1-n1nnc(C(=O)N/N=C/c2cccc(Cl)c2)c1-c1cccs1 | -5.0 | 12 | -2.0 | -6.6 | 0.8 | 1 | 0.5 | -1 | i
COc1ccc2nc(N3C(=O)C(O)=C(C(=O)c4ccco4)C3c3ccco3)sc2c1 (stereo unspecified) | 0.9 | 7 | nt | -1.4 | 0.1 | 3 | -1.9 | 5 | i
COc1cccc(OCC(=O)NNC(=O)c2cccs2)c1 | nt | -6 | 2.7 | -3.3 | -1.2 | 1 | -1.4 | 6 | 2.9
COCCNC(=O)Cn1cnc2c(cnn2-c2ccc(C)cc2)c1=O | 0.8 | 5 | 3.9 | -1.1 | -1.8 | 1 | -0.3 | 0 | -1.4
CC(=O)Nc1ccc(NC(=O)c2c([N+](=O)[O-])c(C(C)(C)C)nn2C)cc1 | 2.0 | 5 | 0.0 | 0.5 | nt | 7 | 1.8 | 5 | -0.4
Cc1cc(NC(=O)Cc2cccs2)no1 | nt | 0 | 0.0 | 1.3 | 2.1 | 0 | -0.3 | -8 | i
O=C(COc1ccccc1)NC(NC(=S)Nc1ccccc1O)C(Cl)(Cl)Cl (stereo unspecified) | nt | 9 | -5.2 | -1.5 | 1.5 | 2 | 0.2 | -18 | -0.4
O=C1NC(NS(=O)(=O)c2ccc(Cl)cc2)(C(F)(F)F)C(=O)N1c1ccccc1 (stereo unspecified) | -0.3 | 1 | 1.5 | -2.3 | -2.4 | 0 | -0.2 | 0 | 0.8
CC1(C)Cc2c(cnn2-c2ccc(F)cc2)C(NC(=O)CCN2CCCC2=O)C1 (stereo unspecified) | 0.8 | 0 | 0.1 | -2.7 | -0.3 | 2 | -0.5 | -10 | i
CCOc1ccc(NC(=O)Cn2cncc2-c2ccc([N+](=O)[O-])cc2)cc1 | 0.8 | 9 | 0.5 | -2.7 | -0.2 | -1 | -1.0 | -14 | -0.3
Cc1ccc(NC(=O)NCCCl)cc1S(=O)(=O)N1CCOCC1 | 0.4 | 1 | 0.8 | -2.0 | nt | 2 | -1.8 | -3 | -0.5
Cc1nc(CCNC(=O)C2CCC(=O)N(Cc3cccc(F)c3)C2)sc1C (stereo unspecified) | 1.1 | 0 | 0.3 | -3.5 | -1.0 | 0 | -0.6 | -3 | -0.3

(cont.)
SMILES | TcdB inh | GDH-TPI inh | UGM FP inh | FadD28 FP inh | BioA inh | Mtb FBA inh | PfHsp40 rescue | Y pestis TopoI | BH1578 lux ind
CCc1ccc(NC(=O)[C@H](Cc2ccccc2)NC(=O)C2CCN(C(=O)[C@@H](N)CC(C)C)CC2)cc1 | 1.0 | 10 | -2.0 | 0.1 | -2.3 | 3 | 2.3 | 4 | -0.6
CN(C(=O)Cc1ccccc1)n1cnnc1 | nt | -3 | -1.1 | -2.8 | -1.2 | 0 | -1.1 | -10 | -0.6
CCN(CC(=O)Nc1c(F)cccc1F)C(=O)Cc1ccc2c(c1)OCCO2 | 0.5 | 5 | -0.6 | -0.2 | -6.5 | 4 | 0.4 | -15 | -0.7
O=C(O)c1ccc(S(=O)(=O)c2ccc(Sc3ccc(C(=O)O)c(C(=O)O)c3)cc2)cc1 | -11 | 6 | 1.4 | -0.5 | -1.9 | 0 | 3.2 | 9 | -0.2
O=C(COC(=O)CCc1c[nH]c(=O)[nH]1)Nc1ccccc1 | nt | 6 | 2.4 | -0.5 | -2.1 | 0 | 0.4 | -2 | -0.3
COc1cc(OC)c(OC)cc1CN1CCN(Cc2cccn2C)CC1 | nt | 5 | -0.6 | -4.6 | 0.2 | -1 | 0.4 | -9 | i
Cc1cc(C)cc(CC2CC(=O)N(c3cc(C)on3)C2=O)c1 (stereo unspecified) | nt | -11 | -3.6 | -1.4 | -0.2 | 0 | 0.2 | 7 | -12
COc1ccccc1N(CC(=O)Nc1c(C)n(C)n(-c2ccccc2)c1=O)S(=O)(=O)c1ccccc1 | -1.4 | 3 | nt | -1.9 | -3.5 | -1 | -1.6 | 0 | i
CCNC(=S)N1CCN(CCN=CC2=C(O)CC(c3ccco3)CC2=O)CC1 (stereo unspecified) | nt | 1 | 0.0 | -1.2 | 0.0 | 1 | -0.9 | 3 | i
Fc1ccc2c(c1)C(c1ccc(N3CCOCC3)cc1)=NNC(c1cccs1)=N2 | -2.0 | 17 | 2.1 | -3.5 | 1.7 | -3 | 0.9 | 12 | -1.2
